RGS4 inhibitor = Inhibitors of Regulator of G Protein Signaling (RGS) 4: qHTS; Transcreener GDP fluorescence polarization, RGS4-accelerated GTP hydrolysis; AID 504845, 2011; Regulator of G-protein signaling 4 (Homo sapiens), P49798; Potency, µM (doses to about 114 µM), for the others: at the highest dose activity change, negative = inhibition, most hits filed as inhibitors; hit rate 0.039% among 390,000; also: potency is read from the fitted curve at half-maximal effect; % is scaled to controls: 0 for no effect and ±100 for the full control effect; nearly all actives have a fitted effect of over 75% in size; some results filed as inactive show a strong effect at the top dose
Target sequence (P49798 whole entry, looked up): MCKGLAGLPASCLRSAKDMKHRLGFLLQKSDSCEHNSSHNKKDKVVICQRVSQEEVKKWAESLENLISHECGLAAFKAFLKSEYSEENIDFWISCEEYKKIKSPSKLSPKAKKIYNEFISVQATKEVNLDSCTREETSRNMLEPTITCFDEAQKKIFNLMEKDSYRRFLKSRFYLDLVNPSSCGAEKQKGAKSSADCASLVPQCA
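MLSMR compounds (23 nl, pin-transferred) preincubated 10 min at room temperature with a 500nM (2x) first reagent, then RGS4 at 900nM (2x) plus Transcreener GDP mix added; fluorescence polarization (620/688 nm) read before and after 90 min at 30 °C.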
LDHA inh = qHTS assay for inhibitors of human lactate dehydrogenase. purified LDHA, NADH/diaphorase-resazurin fluorescence; active compounds read low. activity change, % (values are at about 110 or 230 µM). hit rate 0.15% among 480,000. AID 1347041, 2019; in the data active = activity change below about -30%; inconclusive = mostly about -25% to -30%;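 also: plate controls were DMSO wells for no effect and wells without enzyme for full effect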
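Resorufin fluorescence (ex540/em590), read at 0 and 20 min after diaphorase/resazurin addition, reports the NADH left after a 5 min room-temperature reaction of 2 nM human LDH5 with 0.06 mM NADH and 0.2 mM pyruvate.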
IDH1 R132H inh = qHTS for Inhibitors of mutant isocitrate dehydrogenase 1 (IDH1): qHTS | Isocitrate dehydrogenase [NADP] cytoplasmic (Homo sapiens), O75874 | IDH1-R132H enzyme, NADPH consumption, diaphorase/resazurin fluorescence | Potency, µM (top dose mostly 76.6 µM), inactives show at the top dose activity change, negative = inhibition, hits mostly inhibitors | hit rate 0.093% among 390,000; also: potency is read from the fitted curve at half-maximal effect; % is scaled to controls: 0 for no effect and ±100 for the full control effect; nearly all actives have a fitted effect of over 65% in size
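IDH1-R132H (0.5 ug/mL) preincubated 30 min with compound, then NADPH (0.016 mM) and alpha-KG (2 mM) added; 80 min at RT, pH 7.5. Remaining NADPH coupled via diaphorase/resazurin to fluorescence (540/590 nm); concentration-response curves normalized to no-enzyme control.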
Glioma ERSR ind = qHTS for Inducers of the Endoplasmic Reticulum Stress Response (ERSR) in Human Glioma: qHTS; U87-MG GRP78 promoter luciferase reporter, 16 h; Potency, µM, for inactives: at the top dose activation, usual class: activators; hit rate 0.02% among 420,000; also: potency is read from the fitted curve at half-maximal effect; series mostly up to about 76 µM; % of control where 0% means no effect; nearly all actives have a fitted effect of over 35% in size
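Stably transfected U87-MG glioma cells carrying a GRP78-based luciferase sensor; 16 h compound incubation. Luminescence end-point read 10 min after Bright-Glo addition at room temperature.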
TrxR1 substrate = qHTS Assay for Substrates of Mammalian Selenoprotein Thioredoxin Reductase 1 (TrxR1): qHTS; Thioredoxin reductase 1, cytoplasmic (Rattus norvegicus), O89049; purified TrxR1 substrate turnover, NADPH consumption readout; Potency, µM (doses to about 114 µM), for inactives: at the top dose activity change, negative = substrate turnover; hit rate 0.01% among 390,000; AID 588456, 2011; also: potency is read from the fitted curve at half-maximal effect; % is scaled to controls: 0 for no effect and ±100 for the full control effect; nearly all actives have a fitted effect of over 50% in size
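Rat TrxR1, dispensed at 90 nM, was prereduced with 400 uM NADPH (final) for 5 min at ~22 deg C, then incubated with compound 15 min before 400 uM selenite. A first-read NADPH fluorescence drop versus no-compound background flagged substrates.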
USP1 inh = Inhibitors of USP1/UAF1: Primary Screen | Ubiquitin carboxyl-terminal hydrolase 1 (Homo sapiens), O94782 | recombinant USP1/UAF1, Ub-Rhodamine cleavage fluorescence | Potency, µM (series often up to 57.1 µM), for inactives: top-dose activity change, negative = inhibition, actives largely listed as inhibitors | hit rate 0.23% among 390,000 | AID 743255, 2014; also: potency is read from the fitted curve at half-maximal effect; % is scaled to controls: 0 for no effect and ±100 for the full control effect; nearly all actives have a fitted effect of over 60% in size; inactives centre near -12
Target sequence (O94782 whole entry, looked up): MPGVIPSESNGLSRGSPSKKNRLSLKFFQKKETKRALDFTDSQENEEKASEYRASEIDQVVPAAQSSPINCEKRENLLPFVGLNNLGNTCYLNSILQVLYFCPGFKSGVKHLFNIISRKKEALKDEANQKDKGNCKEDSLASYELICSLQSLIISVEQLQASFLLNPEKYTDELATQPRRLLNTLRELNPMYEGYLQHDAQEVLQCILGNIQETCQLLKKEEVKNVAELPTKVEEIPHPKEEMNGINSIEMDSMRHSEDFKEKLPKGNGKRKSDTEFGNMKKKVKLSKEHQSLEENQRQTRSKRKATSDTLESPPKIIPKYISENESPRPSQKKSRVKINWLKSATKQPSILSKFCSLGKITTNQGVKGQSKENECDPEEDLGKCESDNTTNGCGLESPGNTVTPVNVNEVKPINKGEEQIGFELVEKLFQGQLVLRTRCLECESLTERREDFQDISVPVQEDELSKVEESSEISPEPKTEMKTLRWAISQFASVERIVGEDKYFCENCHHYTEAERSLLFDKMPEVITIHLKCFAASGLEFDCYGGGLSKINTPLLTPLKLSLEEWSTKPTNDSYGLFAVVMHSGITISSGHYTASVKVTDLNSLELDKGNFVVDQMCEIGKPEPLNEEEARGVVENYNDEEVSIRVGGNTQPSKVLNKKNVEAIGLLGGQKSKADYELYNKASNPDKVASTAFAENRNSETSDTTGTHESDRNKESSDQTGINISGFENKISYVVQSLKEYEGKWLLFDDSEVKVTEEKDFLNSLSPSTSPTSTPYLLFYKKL
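USP1/UAF1 complex (1 nM) preincubated 15 min at room temperature with compound, then Ub-Rho substrate (150 nM final) added. Kinetic fluorescence at 480/540 nm over 6 reads at 60 s intervals; 50 mM HEPES pH 7.8, 0.5 mM EDTA, 0.1 mg/ml BSA, 1 mM TCEP, 0.01% Tween-20.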
Vif-APOBEC3F blk = qHTS for Inhibitors of Vif-A3F Interactions: qHTS; HeLa A3F-eYFP + Vif (tagged APOBEC3F with the HIV-1 protein that degrades it), YFP fluorescence increase; Potency, µM (titrated, usually from 46.1 µM), for the others: top-dose activity, negative = active; hit rate 0.2% among 390,000; AID 602313, 2012; also: potency is read from the fitted curve at half-maximal effect; % of control where 0% means no effect; nearly all actives have a fitted effect of over 65% in size
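HeLa cells stably expressing A3F-eYFP plus Vif, plated and incubated overnight at 37 deg C, then exposed to compounds overnight at 37 deg C. Blocked degradation read as raised yellow fluorescence (Ex 488/Em 500-530).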
Vif-APOBEC3G blk = qHTS for Inhibitors of Vif-A3G Interactions: qHTS; DNA dC->dU-editing enzyme APOBEC-3G (Homo sapiens), Q9HC16; HeLa A3G-eYFP + Vif (tagged APOBEC3G with the HIV-1 protein that degrades it), YFP fluorescence, overnight; Potency, µM (highest dose often 46.1 µM), for inactives: at the highest dose activity, negative = active, most hits filed as inhibitors; hit rate 0.076% among 410,000; AID 602310, 2012;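 also: potency is read from the fitted curve at half-maximal effect; % is scaled to controls: 0 for no effect and ±100 for the full control effect; nearly all actives have a fitted effect of over 60% in size; hits raise eYFP signal because A3G escapes Vif-driven loss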
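Read-out is eYFP fluorescence (Ex 488/Em 500-530) from Vif-expressing HeLa A3G-eYFP cells; more signal means A3G escaped Vif-mediated degradation. Cells plated overnight, compound pinned in, incubated overnight at 37 deg C.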
TrxR1 inh = qHTS Assay for Inhibitors of Mammalian Selenoprotein Thioredoxin Reductase 1 (TrxR1): qHTS; Thioredoxin reductase 1, cytoplasmic (Rattus norvegicus), O89049; recombinant rTrxR1, NADPH fluorescence consumption, selenite substrate; Potency, µM (series often up to 114 µM), inactives show top-dose activity change, negative = inhibition, actives largely listed as inhibitors; hit rate 1% among 390,000; AID 588453, 2011; also: potency is read from the fitted curve at half-maximal effect; % is scaled to controls: 0 for no effect and ±100 for the full control effect; nearly all actives have a fitted effect of over 65% in size
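Rat TrxR1 (90 nM in the dispensed reagent) was pre-reduced with 400 uM NADPH for 5 min at room temperature, then incubated with compound for 15 min. After 400 uM selenite was added, NADPH fluorescence (Ex 340/Em 450 nm) was followed for 8 min.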
Active calls of the source: *; ? = inconclusive; nt = no result given; & = joins results of further samples; [ ] = dose if it differs, or a comment. Unless noted, calls follow the shape of the dose curve; as a rule, active = well fitted curve in the direction sought with a large enough effect; inconclusive = small, poorly fitted or top-dose-only effect, or another doubt; inactive = no such curve, though single readings can be large; an effect the other way counts as inactive or inconclusive. An excerpt, so the mix of outcomes need not match the whole.

SMILES | RGS4 inhibitor | LDHA inh | IDH1 R132H inh | Glioma ERSR ind | TrxR1 substrate | USP1 inh | Vif-APOBEC3F blk | Vif-APOBEC3G blk | TrxR1 inh
COc1cc(/C=N/NC(=O)c2ccc3c(c2)OCO3)ccc1O | 2% | 1 | 1% | -3% | -1% | -18% | 0% | -7% | 11%
Cc1oc2c(C)c3oc(=O)c(CCC(=O)N4CCC(C(=O)NCCC(=O)O)(c5ccccc5)CC4)c(C)c3cc2c1C | -26% | -1 | -9% | -4% | 17% | -12% | 0% | 0% | 4%
Cc1oc(-c2cccc(F)c2)nc1CN1CCCCC1CCc1ccccn1 (stereo not drawn) | 1% | 0 | -1% | -4% | 3% | -26% | -2% | -6% | 17%
Cc1ccc(NCC(=O)Nc2ccc(F)c(Cl)c2)cc1S(=O)(=O)N1CCOCC1 | nt | -2 | 2% | -5% | nt | ? | -4% | 0% | nt
O=S(=O)(NC1CCN(Cc2ccccc2)CC1)c1ccc(Cl)cc1 | -15% | 5 | 1% | -2% | 10%[57.1 µM] | -12% | -7% | 2% | 7%[57.1 µM]
COc1cc(-c2cc(C(=O)Nc3ccc(S(=O)(=O)Nc4ncccn4)cc3)c3ccccc3n2)cc(OC)c1OC | 18%[11.4 µM] | -15 | ? | 1% | -13% | -11% | -3% | 2% | -5%
CCCCc1ccc(C(=O)Nc2ccc3nc(N(CC)CC)cc(C)c3c2)cc1 | -27% | 8 | 20% | -4% | -7% | -22% | 1% | 0% | -4%
COc1cc(C=O)ccc1OCCSc1ccc(Cl)cc1 | 2% | 5 | 3% | 6% | -1% | -2% | -5% | 7% | 21%
S=c1[nH]nc(-c2ccc(Br)cc2)n1Cc1ccccc1 | ? | -4 | 0% | -3% | -5% | -16% | -6% | 0% | -18%
Cc1ccc(NC(=O)Cn2c(=O)n(Cc3ccc4c(c3)OCO4)c(=O)c3ccc(C(=O)NC4CCCCC4)cc32)c(C)c1 | 6% | -3 | -6% | -3% | 13% | -29% | 0% | -5% | 40%[activator]
CCOc1cc([N+](=O)[O-])c2nc(N)sc2c1 | 15%[11.4 µM] | -11 | -18% | 2% | -14% | -17% | 1% | 2% | -34%
O=C(N/N=C/c1ccco1)c1cnccn1 | 3% | 2 | 1% | 0% | -12% | -10% | -1% | 1% | -18%
Cc1cc(NC(=O)CSc2nc3c([nH]c4ccccc43)c(=O)n2-c2ccccc2)no1 | 18% | -15 | -4% | -3% | 2%[57.1 µM] | 19% | 2% | 6% | 19%[57.1 µM]
Cc1ccccc1OCC(=O)N(Cc1ccco1)c1c(N)n(Cc2ccccc2)c(=O)[nH]c1=O | 8% | -1 | 4% | -5% | -2% | -10% | -5% | 1% | -18%
O=C(COC(=O)c1ccc(F)cc1F)Nc1cc(S(=O)(=O)N2CCOCC2)ccc1Cl | -2% | -13 | 5% | -4% | -4%[57.1 µM] | -12% | 3% | 1% | 9%
CN1CCN(C(=O)c2ccc3c(=O)n(CCc4ccccc4)c(=S)[nH]c3c2)CC1 | 3% | -9 | 5% | -5% | -1% | -11% | -6% | -1% | -8%
CCOc1ccc(N2CC(C(=O)NC3=NCCS3)CC2=O)cc1 (stereo not drawn) | 18% | -5 | 6% | -2% | -3% | -2% | -12% | 3% | 26%
Cc1ccc(NC(=O)CCC(=O)Nc2nnc(C3CCCCC3)s2)cc1 | 55%[activator] | -12 | -7% | 1% | -1% | -1% | -2% | 13% | 18%
CCc1ccc(NC(=S)N(CCCN2CCOCC2)Cc2ccco2)cc1 | -23% | -3 | 7% | -1% | -2% | -12% | 8% | 0% | 6%
Cc1ccc(C)c(-n2c(CNC(=O)c3ccco3)nnc2SCC(=O)Nc2nccs2)c1 | -29%[11.4 µM] | -4 | 3% | -4% | -4% | -5% | 5% | 2% | ?
CCOc1cc(N2CCOCC2)c(OCC)cc1NC(=O)CSc1ccccc1C(=O)O | 2% | 8 | -2% | 1% | 0% | -10% | 4% | 1% | 12%
COc1ccc(C(NC(=O)c2c(F)c(F)c(F)c(F)c2F)c2ccccc2)cc1 (stereo not drawn) | 6% | -2 | 2% | -6% | -14% | -15% | 1% | 0% | -13%
CCCCOC(=O)Nc1ccc(S(=O)(=O)Nn2cnnc2)cc1 | 14% | 2 | -1% | 0% | 8% | -15% | -4% | 0% | 9%
O=C1CC2(CCN(C(=O)c3cccc(Br)c3)CC2)Oc2ccccc21 | -9% | 2 | 8% | -4% | 24% | -14% | 4% | -3% | 4%
COc1cc(C2NC(=O)CS2)cc(OC)c1OC (stereo not drawn) | 26% | -5 | -1% | -2% | -8% | -18% | 0% | 1% | -5%

Next part.
SMILES | RGS4 inhibitor | LDHA inh | IDH1 R132H inh | Glioma ERSR ind | TrxR1 substrate | USP1 inh | Vif-APOBEC3F blk | Vif-APOBEC3G blk | TrxR1 inh
CC(C)CNC(=S)NNC(=O)c1nn(C)cc1Cl | 22% | -7 | -5% | -4% | 7%[57.1 µM] | -19% | -2% | 1% | -13%[57.1 µM]
CCOC(=O)c1ccc(NC(=O)CCn2c(=O)oc3ccccc32)cc1 | 7%&11% | -1&-10 | 6%&9% | -2%&2% | -7%&-11% | -6%&-16% | -1%&0% | -2%&-1% | -10%&-5%
N#CNC(=Nc1cccc(F)c1)SCc1ccccc1F | 3% | 0&-6 | -5% | -2% | -2% | -11% | 2% | -20% | 16%
Cc1[nH]c2ccc(C(=O)N3CCN(c4ccccc4Cl)CC3)cc2c1C | -12% | -2 | 3% | -3% | -3% | -10% | 1% | -17% | 24%
CCOC(=O)c1ccc(N2C(=O)CC(NNC(=O)c3ccc(Br)s3)C2=O)cc1 (stereo not drawn) | 17% | -2 | 5% | -2% | 7%[57.1 µM] | 8% | 3% | 1% | 6%[57.1 µM]
Cc1ccc2c(c1)COc1c3ccc(C(=O)N[C@@H](C)CO)cc3nn1-2 | 18% | 0 | 3% | -5% | 68%[activator] | -30% | 2% | -2% | 1%
Cc1cc(C)cc(OCC(=O)Nc2ccc(N3CCOCC3)cc2N2CCOCC2)c1 | -2% | 3 | 1% | 0% | -13% | -8% | 1% | -1% | -5%
CN(CCNC(=O)CCCOc1cc(=O)n(C)c2ccccc12)Cc1ccccc1 | 11%[11.4 µM] | -2 | 7% | -3% | -1% | -10% | 0% | -1% | 5%
CC(C)(C)NC(=O)NC(=O)CN1CCCCC1 | 14% | -6 | 4% | -1% | 2%[57.1 µM] | -1% | 4% | 0% | 7%[57.1 µM]
Cc1c2cnccc2c(C)c2c1c1ccccc1n2CCOC(=O)c1ccccc1 | nt | 1 | nt | -1% | 18% | nt | nt | -3% | 3%
O=C(Nc1nnc(-c2ccccc2)s1)c1ccccc1F | 28% | -6 | 7% | 0% | 0%[57.1 µM] | -2% | 7% | 6% | 6%[57.1 µM]
O=C(c1cnccn1)N(Cc1ccco1)C1(C(=O)NC2CCCCC2)CCCCC1 | 11% | -5 | -7% | -2% | 6% | -14% | nt | -5% | 4%
CC(C)C1Cc2nc(Cl)c(C#N)cc2CO1 (stereo not drawn) | 6% | -8 | 0% | -1% | -1%[57.1 µM] | 2% | 3% | 0% | 6%[57.1 µM]
CC(=O)OCC(=O)C1(O)CCC2C3CC(C)C4=CC(=O)CCC4(C)C3C(O)CC21C (stereo not drawn) | 7% | -4 | 0% | 2% | -1%[2.29 µM] | 11% | 1% | 0% | 8%[2.29 µM]
CS(=O)(=O)N1CC2CCCN2c2ccc(C(F)(F)F)cc21 (stereo not drawn) | ? | -11 | 2% | 3% | -3%[57.1 µM] | -1% | -5% | 0% | 6%[57.1 µM]
Nc1cccc(S(=O)(=O)Nc2ccc(SC(F)F)cc2)c1 | -29% | -4 | 7% | 1% | -4%[0.0914 µM] | -14% | -5% | -5% | 25%
Cc1ccc(NC(=O)C2CCCN(S(=O)(=O)c3cccc4cccnc34)C2)c(C)c1 (stereo not drawn) | -9% | 0 | 0% | -3% | 3% | -27% | 2% | -4% | 9%
Cc1ccc(S(=O)(=O)N2CCN(S(=O)(=O)N3CCC(C)CC3)CC2)cc1C | 19% | -4 | 3% | -3% | 0% | -11% | 6% | 0% | 15%
O=C(Nc1cccnc1)c1ccccc1NS(=O)(=O)c1ccc(F)cc1 | 31% | -3 | -5% | -5% | 1%[57.1 µM] | -8% | -7% | 0% | 7%[57.1 µM]
CC1(C)CC(=O)c2sc(NS(=O)(=O)c3ccc([N+](=O)[O-])cc3)nc2C1 | 1% | 1 | 0% | -4% | -21% | -11% | 2% | -2% | ?

Assay outcomes deposited in PubChem by National Center for Advancing Translational Sciences (NCATS).
